TSG101-PTAP inh: qHTS Assay for Iinhibitors of HIV-1 Budding by Blocking the Interaction of PTAP/TSG101; Tumor susceptibility gene 101 protein (Homo sapiens), Q99816; Fluorescence polarization, FITC-PTAP peptide / Tsg101 binding; Potency, µM (top dose mostly 115 µM), for inactives: top-dose activity change, negative = inhibition, hits mostly inhibitors; 340,000 tested, under 10 active; AID 493005, 2010; active means well fitted inhibition curve with a large enough effect in the main read-out, with a control signal flat, not every such curve was filed as active; inconclusive means small, poorly fitted or top-dose-only effect, or effect the other way, or a change in a side signal; inactive means no such curve, though single readings can be large or run the other way; further: potency means the concentration at half of the fitted maximal effect; % of control where 0% means no effect
Target sequence (Q99816 whole entry, looked up): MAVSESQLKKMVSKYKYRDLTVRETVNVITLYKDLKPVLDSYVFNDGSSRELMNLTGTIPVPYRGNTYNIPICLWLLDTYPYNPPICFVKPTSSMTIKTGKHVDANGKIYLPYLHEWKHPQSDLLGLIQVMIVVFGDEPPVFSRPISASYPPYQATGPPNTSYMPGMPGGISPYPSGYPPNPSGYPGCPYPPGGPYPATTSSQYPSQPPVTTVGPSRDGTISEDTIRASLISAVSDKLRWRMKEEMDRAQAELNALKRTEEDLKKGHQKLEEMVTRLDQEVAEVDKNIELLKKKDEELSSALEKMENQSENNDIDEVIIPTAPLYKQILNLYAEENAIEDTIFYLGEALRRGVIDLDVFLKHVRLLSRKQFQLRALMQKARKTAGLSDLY
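FP read-out: FITC-PTAP peptide, 50 nM final, binding Tsg101 binding domain, 10 uM final; 20 min, r.t.; 10 mM HEPES pH 7.5, 0.15 M NaCl, 0.01% Tween 20, 3 mM EDTA, 0.1 mM TCEP.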
TCR act: Activators of T cell receptors: qHTS campaign. primary human leukocytes, anti-CD3, IL-2 HTRF, 48 h. Potency, µM (series often up to 9.22 µM), for the others: at the top dose activation of IL-2 secretion, usual class: activators. 330,000 tested, under 10 active. AID 504894, 2011; further: % of control where 0% means no effect
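Primary human leukocytes incubated 48 hr with anti-CD3 beads plus compound, without co-stimulation. Secreted IL-2 measured by HTRF (europium cryptate/d2 anti-IL-2 pair, 320 nm excitation, 665 nm emission).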
ASM inhibitor: Inhibitors of Secretory Acid Sphingomyelinase (S-ASM): qHTS; Sphingomyelin phosphodiesterase (Homo sapiens), P17405; placental ASM, HMU-PC fluorogenic substrate, 60 min; Potency, µM (doses to about 57.5 µM), inactives show at the highest dose activity change, negative = inhibition, hits mostly inhibitors; 340,000 compounds, 0.006% hits; AID 504937, 2011; further: potency means the concentration at half of the fitted maximal effect
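Human placenta-derived ASM enzyme was preincubated with compound for 10 minutes at room temperature, then given fluorogenic substrate HMU-PC0 (9 uM final) for 60 minutes at 37 °C; a pH 10 stop preceded fluorescence reading at Ex 386/Em 447 nm.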
MBNL1 CUG block: qHTS Assay for Inhibitors of MBNL1-poly(CUG) RNA binding; 280,000 compounds, 0.036% hits; Muscleblind-like protein 1 (Homo sapiens), Q9NR56; AID 2675, 2010; TR-FRET MBNL1-His/biotin-(CUG)12 binding, 665/545 ratio; Potency, µM (top dose mostly 57.5 µM), for the others: top-dose activity change, negative = inhibition, most hits filed as inhibitors; active means well fitted inhibition curve with a large enough effect in the signal ratio, with a control signal flat, not every such curve was filed as active; inconclusive means small, poorly fitted or top-dose-only effect, or effect the other way, or a change in a side signal; inactive means no such curve, though single readings can be large or run the other way; the % refers to the signal ratio; further: potency means the concentration at half of the fitted maximal effect; on the % scale 0 is the no-effect control and ±100 the full control effect
Target sequence (Q9NR56 whole entry, looked up): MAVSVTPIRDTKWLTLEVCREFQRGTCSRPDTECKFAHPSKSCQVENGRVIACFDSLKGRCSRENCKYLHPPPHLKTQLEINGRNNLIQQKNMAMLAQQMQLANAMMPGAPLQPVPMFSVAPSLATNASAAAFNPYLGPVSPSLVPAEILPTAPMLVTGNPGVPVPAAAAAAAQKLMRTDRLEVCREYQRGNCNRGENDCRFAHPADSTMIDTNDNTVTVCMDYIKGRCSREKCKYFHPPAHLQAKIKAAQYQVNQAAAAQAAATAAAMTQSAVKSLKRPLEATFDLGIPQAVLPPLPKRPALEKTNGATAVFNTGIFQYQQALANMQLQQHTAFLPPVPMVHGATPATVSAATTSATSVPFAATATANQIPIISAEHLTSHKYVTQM
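Compounds (final 92 nM to 58 uM) are added to His-tagged MBNL1 and biotin-(CUG)12, then terbium anti-His antibody and streptavidin-XL665 (5 nM final). After 60 min at room temperature, the 665/545 nm ratio is read.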
Integrin act MD: qHTS for Activators of Integrin-Mediated Alleviation for Muscular Dystrophy. 350,000 compounds, 0.064% hits. Potency, µM (highest dose often 38.3 µM), without a hit: at the top dose activation, hits mostly activators. alpha7betagal myoblasts, beta-gal FDG fluorescence, 48 h;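 further: potency means the concentration at half of the fitted maximal effect; 100% = response of the positive control SU9516; nearly all actives have a fitted effect of over 60% in size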
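alpha7betagal+/- myoblasts (passage 13, 250/well) treated 48 h at 37C with compounds at 1:260 dilution of DMSO stock. Lysed, then beta-galactosidase activity read as FDG fluorescence (ex 480/em 540) after 30 min, with pre-read for autofluorescence.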
MLL CXXC-DNA inh: qHTS Fluorescence Polarization Assay for Inhibitors of MLL CXXC domain - DNA interaction. 290,000 compounds, 0.037% hits. MLL-CXXC / FITC-HOXA9 DNA fluorescence polarization. Potency, µM (doses to about 115 µM), without a hit: at the top dose activity change, negative = inhibition, hits mostly inhibitors. Histone-lysine N-methyltransferase 2A (Homo sapiens), Q03164. AID 2662, 2010; active means well fitted inhibition curve with a large enough effect in the polarisation, with a control signal flat, not every such curve was filed as active; inconclusive means small, poorly fitted or top-dose-only effect, or effect the other way, or a change in a side signal; inactive means no such curve, though single readings can be large or run the other way; the % refers to the polarisation; further: potency means the concentration at half of the fitted maximal effect
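Purified MLL-CXXC (added from a 7 uM solution) was preincubated 5 min at ambient with pinned compounds in 50 mM Tris-HCl pH 7.5, 50 mM NaCl, 1 mM DTT, 0.05% BSA. Fluorescein-labeled HOX-A9 DNA (50 nM solution) followed, 30 min, then polarization read.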
Menin-MLL TR inh: qHTS Assay for Inhibitors Targeting the Menin-MLL Interaction in MLL Related Leukemias: Competition With Texas Red Labeled MLL-derived Mutant Peptide; Menin + Texas Red MLL mutant peptide, fluorescence polarization; Potency, µM (highest dose often 61.6 µM), without a hit: at the top dose FP activity change, negative = inhibition, actives largely listed as inhibitors; 270,000 compounds, 0.23% hits; AID 1768, 2009; active means well fitted inhibition curve with a large enough effect in the polarisation, with a control signal flat, not every such curve was filed as active; inconclusive means small, poorly fitted or top-dose-only effect, or effect the other way, or a change in a side signal; inactive means no such curve, though single readings can be large or run the other way; the % refers to the polarisation; further: potency means the concentration at half of the fitted maximal effect; % of control where 0% means no effect; many of its hits are not listed in these tables
AT treatment: qHTS Assay for Identifying a Potential Treatment of Ataxia-Telangiectasia. AID 485349, 2010. Potency, µM (series often up to 57.5 µM), without a hit: at the highest dose activation, most hits filed as activators. 320,000 compounds, 0.19% hits. […] A-T fibroblasts, KAP-1 phosphorylation AlphaLISA; neocarzinostatin DNA damage 30 min before lysis; further: potency means the concentration at half of the fitted maximal effect; % of control where 0% means no effect; nearly all actives have a fitted effect of over 45% in size
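ATM-like activity read as KAP-1 phosphorylation via AlphaLISA donor/acceptor antibody pairs after lysis and 6 hr at 25C. Cells were ATM-null patient fibroblasts ([…], hTERT), dosed 60 min, then exposed to the DSB inducer NCS for 30 min.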
TSHR antagonist: Antagonists of the Thyroid Stimulating Hormone Receptor: HTS campaign; 330,000 compounds, 0.2% hits; TSHR-expressing cells, TSH-stimulated cAMP HTRF, 2 h; hits give low values; AID 504810, 2011; Thyrotropin receptor (Homo sapiens), P16473; activity change, negative = inhibition, % at 11.5 µM;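 active means activity change below a set negative limit, meaning inhibition stronger than a set level, cut at about -70% in these data; inconclusive means activity change between two set negative limits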; further: on the % scale 0 is the no-effect control and ±100 the full control effect
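Antagonism was scored as loss of TSH-driven cAMP in TSHR cells, stimulated with 4nM TSH (EC80) for 2 hours at 37 deg C and detected by homogeneous HTRF competition immunoassay.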
Mito fusion act: qHTS Assay for Small Molecule Inhibitors of Mitochondrial Division or Activators of Mitochondrial Fusion. 320,000 compounds, 0.23% hits. AID 485298, 2010. S. cerevisiae fusion-defective mutant growth rescue, CellTiterGlo 48 h. Potency, µM (highest dose often 46.1 µM), for the others: at the top dose growth rescue (activation), hits mostly activators;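 further: potency means the concentration at half of the fitted maximal effect; % of control where 0% means no effect; nearly all actives have a fitted effect of over 45% in size; temperature-sensitive fusion mutants such as fzo1-1 at 37 °C on non-fermentable ethanol glycerol medium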
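Luminescent cell viability in 1536-well qHTS format served as the measure of rescued growth in ts fusion-mutant S. cerevisiae cultured on non-fermentable YPEG for 48 hours at 37C.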
* marks the source's active call; other numbers are inactive results; ? = inconclusive; . = not tested or not shown; [ ] = dose if it differs, or a comment. Unless noted, the call rests on the fitted dose curve; in most records, active means well fitted curve in the direction sought with a large enough effect; inconclusive means small, poorly fitted or top-dose-only effect, or another doubt; inactive means no such curve, though single readings can be large; an effect the other way counts as inactive or inconclusive.

SMILES	TSG101-PTAP inh	TCR act	ASM inhibitor	MBNL1 CUG block	Integrin act MD	MLL CXXC-DNA inh	Menin-MLL TR inh	AT treatment	TSHR antagonist	Mito fusion act
Cc1ccc(NC(=S)N2CCC(c3nc4ccccc4s3)CC2)cc1C	-2.5%	1.6%	-11.7%	-4.8%	-15.9%	18.7%	-0.1%	-0.3%	4.3	-14.4%
CCN1CCN(C(CNS(=O)(=O)c2ccc(OC)cc2)c2cccnc2)CC1 (stereo not drawn)	-3.0%	9.3%	-2.8%	-1.2%	0.1%	2.3%	-2.5%	1.3%	4.3	1.7%
COCCNC(=O)c1onc(CSc2ccc(C(C)C)cc2)c1C(=O)O	-1.5%	-0.5%	5.5%	-3.0%	4.2%	-30.0%	23.6%	-3.5%	-7.6	1.6%
CCCCN1C(=N)N([C@@H](C)CN2CCC[C@H]2CN2C(N)=NC[C@H]2CC(C)C)C[C@H]1Cc1ccccc1	-4.2%	-1.4%	2.2%	.	-1.8%	.	.	4.0%	2.5	.
O=C(N/N=C/c1ccc(O)cc1O)/C(=C/c1ccccc1)CCO	-5.1%	-5.2%[46.1 µM]	.	10.9%	-9.3%	9.8%	39.6%[activator]	2.3%	-2.5	-24.1%
CNc1c(NS(=O)(=O)c2ccc(Cl)s2)c(=O)oc2ccccc12	-0.2%	3.3%	-0.2%	5.7%	-7.7%	-2.3%	?	-0.5%	3.3	-5.2%
CCOc1ccccc1OCC(=O)Nc1ccc(OC)c(S(=O)(=O)N2CCCCC2)c1	-0.4%	-10.5%	-1.0%	.	-14.3%	.	.	0.5%	-7.1	3.5%
COc1nc(OCC#N)nc(N2CCCCC2)n1	-4.1%	.	-1.1%	-1.8%	-3.3%	-0.9%	26.5%	1.1%	11.5	-3.9%
CCc1cccc(N(C(=O)c2csnn2)C(C(=O)NC(C)(C)C)c2ccncc2)c1 (stereo not drawn)	-3.5%	-1.3%	-3.1%	-5.8%	?	-6.3%	-6.1%	8.1%	-5.3	9.9%
Cc1onc(-c2ccccc2)c1C(=O)N1CCN(S(=O)(=O)c2ccc3c(c2)OCCO3)CC1	-5.9%	.	3.7%	1.1%	-11.0%	-5.1%	2.8%	31.5%	-6.8	-0.3%
CCN(CC)CC(C)CNC(=O)CC(C(=O)N1CCc2ccccc21)n1ccnc1 (stereo not drawn)	4.5%	-0.6%[46.1 µM]	0.3%	-14.6%	9.3%	6.6%	-12.1%	-0.5%	-0.7	-0.1%
CCN(CC)S(=O)(=O)c1ccc2c(c1)N(CC(=O)NCC1CCCO1)C(=O)CO2 (stereo not drawn)	-2.1%	-9.1%	3.2%	0.0%	-14.0%	-4.7%	.	-0.2%	-7.8	17.3%
CC(C)=CC(=O)OCC(=O)Nc1cccc([N+](=O)[O-])c1	-1.0%	0.9%[46.1 µM]	3.8%	?	6.4%	9.7%	5.2%	5.5%	-2.6	-0.6%
O=C(COc1ccc(F)cc1)N/N=C/c1cccc2cccnc12	1.3%	15.4%	-4.2%	.	-35.2%	.	.	.	.	.
O=C(Nc1nc2ccccc2s1)c1ccc(OCC2CCCO2)cc1 (stereo not drawn)	-7.4%	-1.8%[46.1 µM]	-17.3%	-7.8%	-33.2%	-5.0%	?	0.6%	-22.9	?
NC(=O)c1snnc1-c1ccccc1	-0.8%	1.8%	-2.8%	-0.7%	6.0%	1.2%	.	1.5%	-1.5	-1.7%
O=C(Cn1c(=O)oc2cccnc21)Nc1ccc(C(F)(F)F)cc1	-2.7%	3.1%	2.9%	-7.9%	6.5%	2.8%	.	-5.7%	-2.7	0.9%
O=C(CSc1ccc(-c2ccco2)nn1)NCc1ccccc1	-0.3%	-10.7%[46.1 µM]	-1.1%	5.6%	-10.5%	-6.0%	13.2%	0.6%	21.0	3.7%
CCCC(=O)Nc1ccc(-c2nc3cc(C)ccc3o2)cc1	-5.5%	5.5%	1.1%	-4.0%	-17.4%	15.5%	9.8%	0.3%	-6.7	18.2%
COCc1ccc(C(=O)N2CCCC(N(C)Cc3ccccc3)C2)s1 (stereo not drawn)	.	2.8%	0.7%	-2.0%	-15.8%	1.6%	.	-1.7%	-6.4	2.5%
C/C(=N\Nc1nc(C)cc(-c2ccccc2)n1)c1ccccc1	0.9%	.	-2.7%	2.7%	?	5.0%	?	1.7%	15.2	-13.2%
O=C1OC(c2ccc(F)cc2)=C/C1=C\c1ccc([N+](=O)[O-])o1	.	.	.	21.0%	.	21.3%	?	-4.5%	5.3	1.9%
CC(=O)O[C@@H]1C[C@H]2C(C)=C[C@H]3OC(=O)[C@@H](C)[C@H]3C[C@H]2[C@]1(C)O	-0.3%	-2.1%	-0.1%	0.4%	0.0%	-4.6%	.	-12.9%	0.0	-8.3%
COc1ccc(-c2noc(-c3ccccc3C(=O)NCc3ccco3)n2)cc1OC	-0.4%	-4.4%	-1.5%	4.4%	2.8%	4.9%	1.6%	-1.2%	-10.5	5.3%
COc1ccc(OC)c(/C=N/NC(=O)CC2C(=O)NN=C2C)c1 (stereo not drawn)	-4.0%	9.7%	10.4%	21.7%	10.6%	0.3%	1.2%	-2.0%	0.5	-1.6%
COc1cc(C(=O)OCCNC(=O)c2ccccc2)cc(OC)c1OC	0.5%	-6.7%	-2.0%	-3.2%	5.8%	20.5%	-16.0%	-3.5%	-4.5	-4.9%
CCOC(=O)C1=C(C)N=C2SCCC(=O)N2C1c1sccc1C (stereo not drawn)	-4.5%	-2.8%	0.8%	13.8%	-3.7%	-6.3%	-8.1%	-11.3%	0.3	-2.2%
CN(C)C1(CNC(=O)C2CCN(S(=O)(=O)c3c(Cl)cccc3Cl)CC2)CCCCC1	-7.8%	-0.6%	-1.1%	.	-46.0%[inhibitor]	.	.	-2.5%	7.7	3.4%
Cn1c(=O)c2[nH]c(N=NN3CCCCC3)nc2n(C)c1=O	-3.5%	-0.9%	-1.0%	.	0.0%	.	.	.	.	.
N#Cc1cnc2sc3ccccc3n2c1=N	1.0%	4.4%	14.2%	4.3%	14.5%	-6.9%	10.4%	.	-8.7	0.9%
CCOC(=O)C1=C(C)N=c2s/c(=C\c3cccc(OCC(=O)O)c3)c(=O)n2C1c1ccccc1OC (stereo not drawn)	27.2%	7.9%	-3.2%	1.1%	9.8%	21.5%	?	-8.6%	-7.2	-0.1%
CNC(=S)N(CCc1c(C)[nH]c2ccccc12)Cc1ccco1	4.2%	-5.9%	-4.9%	-3.0%	-14.3%	-1.9%	19.4%	2.5%	-1.7	-5.5%
COc1ccc(-n2c(COc3ccccc3)nnc2SCc2ccc(C#N)cc2)cc1	-2.8%	-3.1%	-0.6%	-0.6%	-2.3%	-11.4%	-0.7%	1.8%	-9.9	12.7%
CC(C)Nc1nc(NC(C)C)nc(SCCOC(=O)Nc2ccc(Cl)cc2Cl)n1	-0.8%	-3.4%	-9.0%	-25.0%	-26.6%	6.1%	1.0%	0.7%	-10.7	9.1%
COc1ccccc1N1C(=O)c2cccc3c(Cl)ccc(c23)C1=O	0.7%	-12.3%	-7.4%	?	-40.6%	?	-21.7%	-5.2%	-98.1*	-12.6%
COc1ccc2cc3c(N)nn(C(=O)c4cccc(F)c4)c3nc2c1	1.7%	3.5%	-0.9%	-1.8%	1.0%	-9.2%	.	-2.3%	10.8	26.8%
Cn1cnnc1SCc1ccc(C(=O)N/N=C(/CCC(=O)O)c2ccc(C(C)(C)C)cc2)cc1	-0.2%	2.5%	4.1%	.	6.3%	.	.	.	.	.
CCOc1ccccc1NC(=O)C(Sc1ccccc1)c1ccccc1 (stereo not drawn)	-2.5%	-5.0%	-5.7%	-5.5%	15.6%	-1.4%	12.7%	6.8%	1.2	1.2%
O=C1C2C3C=CC(CC3)C2C(=O)N1/N=C/c1ccc(O)cc1 (stereo not drawn)	-3.8%	-16.5%	0.8%	6.0%	2.6%	1.3%	-1.5%	-4.9%	-7.5	-0.9%

Compound activity from PubChem.

Not all compounds are listed (hit frequency here may not be typical).
